LMPTP inh = blocks human LMPTP phosphatase. P24666. recombinant LMPTP-A, OMFP fluorogenic substrate, fluorescence intensity. inhibition, % at 20 µM. 360,000 tested, 0.22% active;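 active = compounds that cut the enzyme signal by at least half of the control window in the single-dose screen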;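 also: plate controls were DMSO wells with enzyme plus substrate for no effect and substrate without enzyme for full effect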
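Test system – LMPTP-A enzyme · Amount – LMPTP-A at 0.625 nM final in the reaction · Buffer or medium – Bis-Tris pH 6.0, DTT, detergent · Reagent – OMFP 400 µM · Doses – single 20 µM dose · Schedule – reaction 50 min, room temperature, dark · Detection – fluorescence intensity of OMFP turnover product · Evaluation – percent inhibition versus substrate-only and uninhibited controls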
SUMO1-SIM PPI = modulators of human SUMO1-mediated protein-protein interactions. P63165. SUMO1 binding to a labelled peptide, TR-FRET, 1 h. inhibition, % at 20 µM. 360,000 tested, 0.33% active. AID 602429; in the data active = inhibition above about 37%
Target sequence (P63165 whole entry, looked up): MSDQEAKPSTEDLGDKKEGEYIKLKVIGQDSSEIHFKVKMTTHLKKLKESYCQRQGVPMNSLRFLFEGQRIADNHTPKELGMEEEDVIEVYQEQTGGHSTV
TbMetRS inhib = blocks T. brucei methionyl-tRNA synthetase activity; purified T. brucei MetRS, ATP depletion, Kinase-Glo luminescence; AID 624268; inhibition, % at 11.9 µM; 360,000 tested, 0.4% active;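 active = inhibition above a per-plate cutoff of the control wells' mean inhibition plus 3 SD, cut at about 5.5% in these data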;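 also: 0% = DMSO wells median and 100% = median of wells with control inhibitor compound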
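Assay system: T. brucei methionyl-tRNA synthetase, purified | Medium: HEPES buffer with MgCl2, KCl, DTT, spermine, BSA, pyrophosphatase | Compound: 11.9 µM single point | Incubation: 15 min enzyme-compound preincubation, 2 h reaction, 10 min detection, 25 °C | Measured by: Kinase-Glo luciferase luminescence reporting remaining unconsumed ATP | Measure: % inhibition normalized to control-well medians | Replication: Singlicate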
Neddylation inh = inhibitors of human cullin neddylation | 360,000 tested, 0.58% active | AID 651699 | TR-FRET cullin neddylation, biochemical | calls only at 25 µM | P61081+Q13564; in the data active = inhibition above about 36%
Scp-1 inhibitor = inhibitors of human Scp-1 phosphatase; inhibition, % at 20 µM; Q9GZU7; Recombinant Scp1, phosphopeptide, malachite green phosphate absorbance; 340,000 tested, 0.88% active;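 active = inhibition above about 50% at 20 µM, limit read from the data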;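 also: plate controls were DMSO wells with enzyme for no effect and wells lacking enzyme for full effect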
Target sequence (Q9GZU7 76-261 limits assumed): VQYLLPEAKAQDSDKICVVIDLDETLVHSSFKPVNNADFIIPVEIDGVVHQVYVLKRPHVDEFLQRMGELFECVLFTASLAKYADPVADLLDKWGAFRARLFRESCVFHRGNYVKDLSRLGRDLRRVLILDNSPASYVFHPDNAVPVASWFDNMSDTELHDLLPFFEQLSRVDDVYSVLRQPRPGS
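assay system = SCP-1 phosphatase catalytic domain, residues 76-261 | buffer or medium = 50 mM Tris acetate pH 5.5, 0.005% Tween-20, 10 mM MgCl2 | incubation = enzyme reaction 45 min at room temperature, colour 5 min, stabilisation 30 min | signal = Phosphate-binding colour reagent, absorbance read at 630 nm | measure = % inhibition at 20 µM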
NadD inh = NadD (S. aureus) enzyme inhibition; purified NadD enzyme, colorimetric absorbance read-out; inhibition, % at 20 µM; 360,000 tested, 0.78% active; in the data active = inhibition above about 26%; also: some compounds past the cut are filed as inactive
SKN-1 inh = inhibitors of C. elegans SKN-1 | C. elegans VP596 Pgst-4::GFP/RFP ratio, acrylamide-induced, 24 h | AID 624304 | 360,000 tested, 0.49% active | inhibition, % at 21.8 µM;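 active = interference check ratio from 0.5 to 1.5 plus GFP to RFP signal ratio inhibition reaching or exceeding a fixed threshold, cut at about 30% in these data, passing the limit was not always enough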; also: some compounds called inactive have numbers as strong as hits
CendR NRP1 mod = modulators of CendR peptide binding to human neuropilin-1; FAM-RPARPAR peptide binding to NRP-1, fluorescence polarization; inhibition, % at 25 µM; 360,000 tested, 0.85% active; AID 602438;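 active = inhibition or corrected inhibition above about 18%, plus a signal ratio from 0.5 to 1.5, limit read from the data, passing the limit was not always enough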; also: strong numbers were not always called active
DNMT1 inh = inhibitors of human DNMT1; P26358; DNMT1 molecular beacon, Hinp1I cleavage, fluorescence; inhibition (reported as % activation of signal), % at 10 µM; 360,000 tested, 0.83% active; AID 588458; in the data active = inhibition above about 50%
STEP block = inhibitors of human striatal-enriched phosphatase STEP. recombinant STEP, OMFP fluorogenic substrate, fluorescence. P54829. 360,000 tested, 0.25% active. inhibition, % at 20 µM;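 active = inhibition at 20 µM, scaled per plate between control wells, above about 37%, limit read from the data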;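 also: 0% = DMSO with enzyme and substrate and 100% = substrate only without enzyme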
Target sequence (P54829 whole entry, looked up): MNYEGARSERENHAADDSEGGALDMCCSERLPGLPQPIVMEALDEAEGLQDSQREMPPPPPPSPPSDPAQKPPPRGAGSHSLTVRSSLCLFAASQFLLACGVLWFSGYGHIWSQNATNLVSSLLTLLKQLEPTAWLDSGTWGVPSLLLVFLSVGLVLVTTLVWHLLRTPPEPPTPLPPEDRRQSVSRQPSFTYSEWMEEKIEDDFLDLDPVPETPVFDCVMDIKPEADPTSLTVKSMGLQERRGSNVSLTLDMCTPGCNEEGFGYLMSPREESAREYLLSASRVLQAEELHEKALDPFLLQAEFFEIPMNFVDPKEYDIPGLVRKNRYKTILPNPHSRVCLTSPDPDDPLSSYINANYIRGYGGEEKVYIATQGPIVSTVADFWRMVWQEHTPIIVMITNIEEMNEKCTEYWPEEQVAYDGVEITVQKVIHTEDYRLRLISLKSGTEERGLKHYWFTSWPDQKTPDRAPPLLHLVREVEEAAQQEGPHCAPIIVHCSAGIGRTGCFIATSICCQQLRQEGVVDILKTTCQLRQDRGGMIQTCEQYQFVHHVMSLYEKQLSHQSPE
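Measure: Control-normalized % inhibition with plate pattern correction | Test system: STEP phosphatase, cell-free reaction | Medium: pH 6.0 Bis-Tris with DTT and Tween 20 | Technique: Fluorescence, 480/540 nm | Times: Reaction 20 min, ambient temperature | Doses: Single compound dose of 20 µM, 1% DMSO final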
* hit, by the source's call; i = inactive; . = no result given. Rows were taken by chance (roughly 4.6% active in at least one column).

entry	SMILES	LMPTP inh	SUMO1-SIM PPI	TbMetRS inhib	Neddylation inh	Scp-1 inhibitor
1	O=S(=O)(NCc1cccs1)c1ccc(Cl)s1	-1.3	3	-0.7	i	4
2	O=C(CNc1cccc(S(=O)(=O)N2CCOCC2)c1)Nc1cccc(Br)c1	0.4	-1	0.3	i	-9
3	COC(=O)C(CCCN1C(=O)c2ccccc2C1=O)(NC(C)=O)c1nn[nH]n1 (stereo unspecified)	0.2	32	-0.5	i	1
4	Nc1cc(F)ccc1N1CCCCCC1	1.4	-4	-0.1	i	-4
5	Cc1ccc(NC(=O)CCn2nc([N+](=O)[O-])cc2C)nc1	-0.5	-5	-0.4	i	-2
6	COc1ccc(S(=O)(=O)N2CCCC2C(=O)NCc2ccccc2Cl)cc1 (stereo unspecified)	-1.1	4	-1.0	i	-6
7	O=C(O)c1cc(S(=O)(=O)O)ccc1O	-1.6	1	-0.9	i	-12
8	O=C(CN1C(=O)CNC1=O)Nc1ccc(Cl)cc1	0.6	-2	0.8	i	-3

entry	NadD inh	SKN-1 inh	CendR NRP1 mod	DNMT1 inh	STEP block
1	-8	3	11	1	-2
2	0	12	-3	0	0
3	1	-12	2	-1	2
4	2	3	18	-4	-4
5	-4	5	-18	0	0
6	-9	5	-6	-1	-2
7	4	1	13	2	-2
8	-6	3	-2	3	-5

(further entries)
entry	SMILES	LMPTP inh	SUMO1-SIM PPI	TbMetRS inhib	Neddylation inh	Scp-1 inhibitor
9	CCOC(=O)c1cc2sccc2n1CC(=O)N1c2ccccc2CC1C (stereo unspecified)	0.3	-2	-0.4	i	-4
10	CC(=O)N1CCC(C(=O)NCCOc2cccc(C)c2)CC1	-1.6	1	-0.5	i	-1
11	Cc1ccccc1-c1ccc(Nc2ccc(N3CCOCC3)cc2)nn1	12	-5	-0.6	i	-4
12	Cc1cccc(NC(=S)NC(=O)c2ccco2)n1	-0.1	8	0.1	i	-10
13	NC(=O)c1ccc(NC(=O)c2ccc(COc3ccccc3Br)cc2)cc1	-1.1	1	-0.2	i	-1
14	COC(=O)COc1ccc(S(=O)(=O)NCCC2=CCCCC2)cc1Cl	1.3	1	-0.7	i	-8
15	Cc1cc(C(=O)NNC(=O)c2ccc(C(F)(F)F)cc2)no1	-2.4	3	-0.5	i	7
16	O=C(COC(=O)c1cccnc1Cl)NCc1ccc(F)cc1	-0.8	-1	-0.1	i	-6

entry	NadD inh	SKN-1 inh	CendR NRP1 mod	DNMT1 inh	STEP block
9	1	5	-6	23	1
10	1	6	-15	3	2
11	23	21	-29	28	0
12	1	2	10	2	-3
13	4	0	-6	13	0
14	-7	4	10	-2	1
15	-1	5	8	2	-2
16	-6	-16	-1	3	-3

New compounds follow.
entry	SMILES	LMPTP inh	SUMO1-SIM PPI	TbMetRS inhib	Neddylation inh	Scp-1 inhibitor
17	FC(F)(F)c1cnc(NNC(=S)Nc2ccccc2Cl)c(Cl)c1	-1.3	2	-0.1	i	-5
18	CC1Cc2cc(/C(O)=C3/C(=O)C(=O)N(CCCn4ccnc4)C3c3ccc(F)cc3)ccc2O1 (stereo unspecified)	5.2	-7	0.5	i	-9
19	COc1cccc(NC(=O)Cc2nnc(SCC(=O)c3ccccc3)n2C)c1	-0.2	3	-0.8	i	3
20	COc1ccc(NC(=S)NCCc2c[nH]c3ccccc23)cc1	-0.7	0	0.2	i	-7
21	CC(=O)Nc1cc(C(=O)O)ccc1S(=O)(=O)c1ccc(Cl)cc1	-0.5	4	1.0	i	5
22	Cc1ccc(C(=O)Oc2cccc(NC(=O)c3ccccc3)c2)cc1C	6.4	0	1.1	i	-20
23	COc1ccc(C2NC(=O)C(=O)/C2=C(\O)c2ccc(Cl)cc2)cc1OC (stereo unspecified)	-2.2	-8	-1.0	i	-14
24	CCc1ccc(N2CC(C(=O)OCc3nc4ccsc4c(=O)[nH]3)CC2=O)cc1 (stereo unspecified)	2.1	24	-0.3	i	31

entry	NadD inh	SKN-1 inh	CendR NRP1 mod	DNMT1 inh	STEP block
17	-6	10	3	3	0
18	7	6	6	-2	1
19	6	-1	-4	-1	-3
20	-2	2	1	-12	2
21	-3	3	10	4	1
22	4	7	-10	-11	-2
23	-3	18	2	2	1
24	9	-9	-60	10	2

Continued:
entry	SMILES	LMPTP inh	SUMO1-SIM PPI	TbMetRS inhib	Neddylation inh	Scp-1 inhibitor
25	CCOC(=O)N1CCN(C(=O)CSc2nc3nc(C)cc(C)n3n2)CC1	0.3	1	-0.2	i	-5
26	CSCCC(NC(=O)c1ccccc1)C(=O)NCc1ccc(S(N)(=O)=O)cc1 (stereo unspecified)	-0.7	1	-0.7	i	-1
27	COc1ccc(S(=O)(=O)Nc2ccc(C)cn2)cc1	-1.5	3	-0.6	i	16
28	Cc1cc(Cl)ccc1C(=O)C1CCCN(C(=O)c2n[nH]c3c2CCCC3)C1 (stereo unspecified)	0.2	8	-0.2	i	-1
29	CC(C)c1ccc(NC2CCCN(C(=O)CC3CCCC3)C2)cc1 (stereo unspecified)	1.9	4	-0.4	i	-13
30	Cc1cccc(C)c1Cn1c(C)c(C(=O)NCc2ccccc2C(F)(F)F)sc1=O	5.6	5	-0.5	i	.
31	CN(C(=O)c1ccccc1F)C(c1ccccc1)c1ccccc1	0.2	6	-0.3	i	-3
32	C=CCOc1cccc(/C=C/c2nc3ccccc3c(=O)[nH]2)c1	-4.2	-7	0.0	.	0

entry	NadD inh	SKN-1 inh	CendR NRP1 mod	DNMT1 inh	STEP block
25	2	-1	16	1	-2
26	2	-13	11	0	0
27	-1	-8	2	-5	1
28	3	-6	13	0	-2
29	0	1	-3	0	0
30	-6	6	-11	-10	4
31	-9	15	2	1	-1
32	-7	3	-3	16	-3

The results go on:
entry	SMILES	LMPTP inh	SUMO1-SIM PPI	TbMetRS inhib	Neddylation inh	Scp-1 inhibitor
33	CCCOP(=O)(OCCC)C(Nc1ccc(C(=O)O)cc1)c1ccccc1 (stereo unspecified)	-0.5	-5	-0.1	i	-3
34	COc1ccc(CC(=O)OCC(=O)Nc2ccc(OC(F)F)cc2)cc1OC	-0.9	-1	-0.2	i	-6
35	CCC(=O)Nc1ccc(-c2csc(NNC(C)=O)n2)cc1	0.6	-6	-1.1	i	3
36	O=C(CN1CCc2ccccc2C1)Nc1ccccc1C(F)(F)F	0.4	5	1.4	i	-12
37	Cc1ccc(N2CC(C(=O)Nc3cccc(F)c3)CC2=O)cc1 (stereo unspecified)	-0.6	3	-0.2	i	-8
38	O=C(Nc1ccccc1Oc1ccccc1)c1cc([N+](=O)[O-])ccc1Cl	2.3	-23	0.1	i	-13
39	COc1cccc(-c2ccc3c(c2)O[C@@H](CN(C)C(=O)C2CCOCC2)[C@H](C)CN([C@H](C)CO)S3(=O)=O)c1	-1.5	2	-0.5	i	.
40	N#C/C(C(N)=O)=C1/SC(Cc2ccc(F)cc2)C(=O)N1c1ccccc1 (stereo unspecified)	-1.2	-3	-0.2	i	-2

entry	NadD inh	SKN-1 inh	CendR NRP1 mod	DNMT1 inh	STEP block
33	-8	-4	-4	-3	1
34	2	-3	-3	0	-4
35	-1	1	-15	-4	-2
36	-4	-10	5	-2	0
37	-2	4	-8	-1	2
38	-2	10	2	-5	2
39	0	-12	-6	-4	-2
40	-2	3	13	0	-2

A run of entries from further up, for reference:
entry	SMILES	LMPTP inh	SUMO1-SIM PPI	TbMetRS inhib	Neddylation inh	Scp-1 inhibitor
30	Cc1cccc(C)c1Cn1c(C)c(C(=O)NCc2ccccc2C(F)(F)F)sc1=O	5.6	5	-0.5	i	.
31	CN(C(=O)c1ccccc1F)C(c1ccccc1)c1ccccc1	0.2	6	-0.3	i	-3
32	C=CCOc1cccc(/C=C/c2nc3ccccc3c(=O)[nH]2)c1	-4.2	-7	0.0	.	0
33	CCCOP(=O)(OCCC)C(Nc1ccc(C(=O)O)cc1)c1ccccc1 (stereo unspecified)	-0.5	-5	-0.1	i	-3
34	COc1ccc(CC(=O)OCC(=O)Nc2ccc(OC(F)F)cc2)cc1OC	-0.9	-1	-0.2	i	-6
35	CCC(=O)Nc1ccc(-c2csc(NNC(C)=O)n2)cc1	0.6	-6	-1.1	i	3
36	O=C(CN1CCc2ccccc2C1)Nc1ccccc1C(F)(F)F	0.4	5	1.4	i	-12
37	Cc1ccc(N2CC(C(=O)Nc3cccc(F)c3)CC2=O)cc1 (stereo unspecified)	-0.6	3	-0.2	i	-8
38	O=C(Nc1ccccc1Oc1ccccc1)c1cc([N+](=O)[O-])ccc1Cl	2.3	-23	0.1	i	-13
39	COc1cccc(-c2ccc3c(c2)O[C@@H](CN(C)C(=O)C2CCOCC2)[C@H](C)CN([C@H](C)CO)S3(=O)=O)c1	-1.5	2	-0.5	i	.

entry	NadD inh	SKN-1 inh	CendR NRP1 mod	DNMT1 inh	STEP block
30	-6	6	-11	-10	4
31	-9	15	2	1	-1
32	-7	3	-3	16	-3
33	-8	-4	-4	-3	1
34	2	-3	-3	0	-4
35	-1	1	-15	-4	-2
36	-4	-10	5	-2	0
37	-2	4	-8	-1	2
38	-2	10	2	-5	2
39	0	-12	-6	-4	-2

entry	SMILES	LMPTP inh	SUMO1-SIM PPI	TbMetRS inhib	Neddylation inh	Scp-1 inhibitor
40	N#C/C(C(N)=O)=C1/SC(Cc2ccc(F)cc2)C(=O)N1c1ccccc1 (stereo unspecified)	-1.2	-3	-0.2	i	-2

entry	NadD inh	SKN-1 inh	CendR NRP1 mod	DNMT1 inh	STEP block
40	-2	3	13	0	-2
